# Pol beta inh: qHTS Assay for Inhibitors of DNA Polymerase Beta | P06746 | Pol beta primer extension/strand displacement, fluorescence kinetic | Potency, µM (doses to about 114 µM), for inactives: at the highest dose activity change, negative = inhibition, hits mostly inhibitors | 1.3% of 340,000 active; further: potency means the concentration at half of the fitted maximal effect; on the % scale 0 is the no-effect control and ±100 the full control effect
#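 Pol beta (10 nM) was preincubated with compound for 15 min at room temperature. The reaction was then started with 50 nM substrate and read immediately and after a further 10 min at room temperature.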
# Pol kappa inh: qHTS for Inhibitors of Polymerase Kappa. Potency, µM (top dose mostly 107 µM), for the others: top-dose activity, negative = inhibition, hits mostly inhibitors. 0.53% of 400,000 active. purified Pol kappa, fluorescent DNA synthesis assay, 10 min; further: potency means the concentration at half of the fitted maximal effect; on the % scale 0 is the no-effect control and ±100 the full control effect
#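 10 nM Pol kappa was preincubated with compounds for 15 min at room temperature. Reaction started with 50 nM (final) substrate. Fluorescence read kinetically at 0 and 10 min.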
# LDHA inh: qHTS assay for inhibitors of human lactate dehydrogenase | 0.15% of 480,000 active | AID 1347041, 2019 | purified LDHA, NADH/diaphorase-resazurin fluorescence; hits give low values | activity change, % (values are at about 110 or 230 µM) | L-lactate dehydrogenase A chain (Homo sapiens), P00338; in the data active means activity change below about -30%; inconclusive means mostly about -25% to -30%;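 further: plate controls were DMSO wells for no effect and wells without enzyme for full effect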
#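 Resorufin fluorescence (ex540/em590), read at 0 and 20 min after diaphorase/resazurin addition, reports the NADH left after a 5 min room-temperature reaction of 2 nM human LDH5 with 0.06 mM NADH and 0.2 mM pyruvate.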
# ERG Ets-DNA blk: qHTS for Small Molecule Inhibitors of the ERG Ets/DNA interaction; AID 624246, 2012; 0.028% of 370,000 active; Transcriptional regulator ERG (Homo sapiens), P11308; fluorescence polarization, His-ERG Ets domain / labelled DNA; Potency, µM (titrated, usually from 76.9 µM), for inactives: at the top dose FP activity, negative = inhibition, actives largely listed as inhibitors; active means well fitted inhibition curve with a large enough effect in the polarisation, with a control signal flat; inconclusive means small, poorly fitted or top-dose-only effect, or effect the other way, or a change in a side signal; inactive means no such curve, though single readings can be large or run the other way; the % refers to the polarisation;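 further: polarization taken with two DNA probes labelled with fluorescein and Texas red; potency means the concentration at half of the fitted maximal effect; % of control where 0% means no effect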
#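 His-tagged ERG Ets domain (1 uM in the protein solution; 300mM KCl, 50mM Tris-HCl, 1mM EDTA, 1mM DTT, pH 7.5) received compound, then a probe mix of 5 nM fluorescein-DNA and 100nM Texas-615-DNA. Fluorescence polarization was read for both dyes.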
# POLH inh: qHTS for Inhibitors of Polymerase Eta. DNA polymerase eta (Homo sapiens), Q9Y253. recombinant Pol eta, fluorescent DNA replication assay. Potency, µM (series often up to 114 µM), for inactives: top-dose activity change, negative = inhibition, actives largely listed as inhibitors. 1.2% of 390,000 active. AID 588591, 2011; further: potency means the concentration at half of the fitted maximal effect; on the % scale 0 is the no-effect control and ±100 the full control effect
# Target sequence (Q9Y253 whole entry, looked up): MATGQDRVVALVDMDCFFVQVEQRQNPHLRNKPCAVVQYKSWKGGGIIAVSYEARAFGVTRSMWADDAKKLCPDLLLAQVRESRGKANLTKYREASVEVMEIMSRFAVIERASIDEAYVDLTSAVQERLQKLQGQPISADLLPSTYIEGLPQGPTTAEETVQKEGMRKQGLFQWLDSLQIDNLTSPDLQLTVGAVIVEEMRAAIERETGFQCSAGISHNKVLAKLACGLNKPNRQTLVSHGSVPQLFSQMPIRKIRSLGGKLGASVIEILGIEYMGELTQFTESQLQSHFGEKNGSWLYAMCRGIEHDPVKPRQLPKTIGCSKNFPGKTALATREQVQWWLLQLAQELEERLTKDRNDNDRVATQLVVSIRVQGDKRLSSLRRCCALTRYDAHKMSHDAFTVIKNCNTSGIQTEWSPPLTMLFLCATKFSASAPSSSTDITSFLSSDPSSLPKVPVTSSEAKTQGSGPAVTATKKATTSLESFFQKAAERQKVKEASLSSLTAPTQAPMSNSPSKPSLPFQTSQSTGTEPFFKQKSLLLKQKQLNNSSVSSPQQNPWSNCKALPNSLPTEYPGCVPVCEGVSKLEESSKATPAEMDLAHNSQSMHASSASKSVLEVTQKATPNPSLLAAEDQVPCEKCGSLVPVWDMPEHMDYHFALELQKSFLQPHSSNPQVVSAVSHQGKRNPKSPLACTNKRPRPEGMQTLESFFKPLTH
#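 Pol eta (10 nM) was preincubated with compounds for 15 min at room temperature, after which fluorescent replication substrate (50 nM final) was added to start the reaction. Fluorescence was read kinetically at 0 and 10 min.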
# Anesthetic bind: qHTS Assay for Identification of Novel General Anesthetics; Ferritin light chain (Equus caballus), P02791; apoferritin/1-aminoanthracene competitive binding, fluorescence; Potency, µM (titrated, usually from 77.5 µM), for inactives: top-dose activity change, negative = displacement, hits mostly inhibitors; 0.074% of 350,000 active; further: potency means the concentration at half of the fitted maximal effect; on the % scale 0 is the no-effect control and ±100 the full control effect; nearly all actives have a fitted effect of over 20% in size
# Target sequence (P02791 2-175 limits assumed): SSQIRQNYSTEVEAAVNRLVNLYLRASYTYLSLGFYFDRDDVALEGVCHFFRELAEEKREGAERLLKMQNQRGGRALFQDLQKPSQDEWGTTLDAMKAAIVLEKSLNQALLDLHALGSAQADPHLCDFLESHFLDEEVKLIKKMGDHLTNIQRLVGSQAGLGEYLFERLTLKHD
#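 Horse-spleen apoferritin (10 uM) was mixed with 50% saturated 1-aminoanthracene in PBS, exposed to compounds for 10 min at room temperature, and read for fluorescence (ex 380 nm, em 535 nm). Competitive displacement was fitted with a four-parameter Hill equation.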
# APE1 inh: qHTS Assay for Inhibitors of the Human Apurinic/apyrimidinic Endonuclease 1 (APE1); DNA repair nuclease/redox regulator APEX1 (Homo sapiens), P27695; 0.35% of 350,000 active; Potency, µM (doses to about 65.8 µM), inactives show at the highest dose activity change, negative = inhibition, most hits filed as inhibitors; recombinant APE1, TAMRA/BHQ-2 abasic DNA cleavage fluorescence;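 further: potency means the concentration at half of the fitted maximal effect; plate controls were vehicle for no effect and reference inhibitor for full effect; nearly all actives have a fitted effect of over 55% in size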
#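 Readout is kinetic fluorescence (ex 525, em 598 nm) from cleavage of 50 nM TAMRA/BHQ-2 THF abasic duplex by 0.75 nM APE1, compound added 15 min beforehand at RT.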
# 12-LOX inh: Primary qHTS assay for inhibitors of human arachidonate 12S-lipoxygenase (ALOX12): Round 2; Polyunsaturated fatty acid lipoxygenase ALOX12 (Homo sapiens), P18054; purified 12hLO, xylenol orange hydroperoxide absorbance; Potency, µM (highest dose often 108 µM), for the others: at the highest dose activity change, negative = inhibition, most hits filed as inhibitors; 1.1% of 580,000 active; AID 1671190, 2021; further: potency means the concentration at half of the fitted maximal effect; on the % scale 0 is the no-effect control and ±100 the full control effect
#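 Purified human 12hLO (150 nM final) in 25 mM Hepes, 0.01% Triton X-100, pH 7.0 was preincubated 15 min at room temperature with compound. Then 40 uM arachidonic acid was added, 30 min. Hydroperoxide was read by Fe-XO absorbance ratio 573/405 nm.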
# RGS4 inh: Inhibitors of Regulator of G Protein Signaling (RGS) 4: qHTS; Regulator of G-protein signaling 4 (Homo sapiens), P49798; Transcreener GDP fluorescence polarization, RGS4-accelerated GTP hydrolysis; Potency, µM (titrated, usually from 114 µM), for inactives: at the top dose activity change, negative = inhibition, actives largely listed as inhibitors; 0.039% of 390,000 active; AID 504845, 2011; further: potency means the concentration at half of the fitted maximal effect; on the % scale 0 is the no-effect control and ±100 the full control effect; nearly all actives have a fitted effect of over 75% in size; some results filed as inactive show a strong effect at the top dose
# Target sequence (P49798 whole entry, looked up): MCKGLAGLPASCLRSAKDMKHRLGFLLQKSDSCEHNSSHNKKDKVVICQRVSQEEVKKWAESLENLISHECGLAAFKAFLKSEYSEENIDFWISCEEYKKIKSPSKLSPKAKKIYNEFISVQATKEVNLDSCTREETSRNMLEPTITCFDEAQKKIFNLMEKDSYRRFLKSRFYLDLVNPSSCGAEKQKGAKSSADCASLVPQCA
#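 MLSMR compounds (23 nl, pin-transferred) preincubated 10 min at room temperature with a 500nM (2x) first reagent, then RGS4 at 900nM (2x) plus Transcreener GDP mix added; fluorescence polarization (620/688 nm) read before and after 90 min at 30 °C.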
# Numbers without * were called inactive; ? = inconclusive; / = no result given; & = joins results of further samples; [ ] = remark or other dose. Unless noted, the call rests on the fitted dose curve; in most records, active means well fitted curve in the direction sought with a large enough effect; inconclusive means small, poorly fitted or top-dose-only effect, or another doubt; inactive means no such curve, though single readings can be large; an effect the other way counts as inactive or inconclusive. Not all compounds are listed; count on the stated rates, not on these rows.
SMILES,Pol beta inh,Pol kappa inh,LDHA inh,ERG Ets-DNA blk,POLH inh,Anesthetic bind,APE1 inh,12-LOX inh,RGS4 inh
COc1ccc(CNC(=O)Nc2cc(C)cc(C)c2)cc1,31.6µM*,-1.2%,-7.6,4.0%,-0.9%,-2.0%,-44.7%,9.8%,-20.6%
CCN(CC)c1ccc(C=NN2CCCCCC2)cc1,/,-3.4%,4.5,-14.2%,-13.1%,/,/,?,-12.6%
Cc1cc(Br)ccc1OCCOCCN1CCCC1,-0.7%,-9.3%,-17.8,0.2%,-0.6%,-5.8%,-6.8%,-2.5%,5.1%
O=C(Nc1ccc(Br)cc1)c1cnccn1,4.2%,-10.6%,-1.8,/,13.1%,-14.5%,7.4%,-4.2%,26.6%
CC1CC2C3CCC4=CC(=O)CCC4(C)C3CCC2(C)C1(O)C(=O)CO (centres undefined),/,2.1%,-2.5,8.1%,-12.8%,/,/,10.7%,-28.5%
O=S(=O)(c1ccc(Br)cc1)c1nc(-c2ccccc2)oc1NCc1cccnc1,?,-12.7%,-5.3,15.3%,-2.8%,-8.8%,1.7%,37.1%[activator],21.3%
COC(=O)C1(O)CC(CC(C)C)=NN1C(=O)c1ccccc1 (centres undefined),0.9%,-10.3%,-2.8,-2.9%,0.1%,-1.4%,-8.1%,424.0%[activator],-38.0%
O=C(NCC1CCCO1)NC1(C(F)(F)F)Oc2ccccc2O1 (centres undefined),55.9%,-5.0%,6.0,-1.4%,0.5%,-11.3%,-5.9%,0.0%,-3.5%
Cc1ccc(C(C)C)cc1OCC(=O)Nc1nnc(C2CC2)s1,/,-5.0%,-7.1,-2.4%,-17.0%,/,30.2%,3.5%,8.3%
Cc1ccc(-c2csc(NC(=O)C3=COCCO3)n2)cc1C,/,-15.3%,-2.1,7.6%,-11.2%,/,-12.4%,-15.5%,-23.3%
COc1ccccc1CNS(=O)(=O)c1ccc2c(c1)CC(C)N2C(=O)C1CCC1 (centres undefined),-25.5%&10.6%,7.2%&-15.5%,2.5&0.8,-4.3%&-0.3%,-14.7%&-5.2%,-5.2%&115.2%,0.8%,2.1%&-7.6%,-18.0%&9.6%
CSc1ccc(CN(C)C(=O)c2cc(Cl)c3c(c2)OCCO3)cc1,33.5%,-5.6%,-15.9,2.0%,9.7%,-8.9%,-7.9%,?,29.8%
CCN1C(=O)N(C)[C@@H](c2ccccc2)C(C(C)=O)=C1C,/,-2.9%,-1.4,1.4%,-7.3%,/,-1.6%[12.4 µM],?,-3.0%
COc1ccc(NC(=O)COc2ccccc2Cc2ccccc2)cc1S(=O)(=O)N1CCOCC1,/,-10.0%,11.5,3.8%,?,/,-23.2%,-15.9%,-18.7%
CCOc1ccc(C(=O)NCCc2sc3nc(-c4ccc(Cl)cc4)nn3c2C)cc1OCC,2.0%,-10.3%[60.1 µM],1.4,0.7%,-7.8%,2.4%,/,-13.6%,6.5%
S=c1[nH]nc(-c2ccco2)n1/N=C/c1ccccc1,2.8%,1.4%,-5.0,-0.9%,-18.7%,-5.2%,1.6%,?,-23.4%
COC(=O)c1c(C)c[nH]c1C,18.4%,-3.1%,-8.0,15.4%,-12.6%,-13.8%,0.7%,0.3%,-2.6%
COc1ccc(CCNC(=O)CSc2nnc(C(C)N(C)C)n2Cc2ccccc2)cc1OC (centres undefined),11.7%,-7.6%,-4.5,8.5%,-19.9%,-2.4%,-4.3%,8.5%,-1.5%
COc1ccc(C(N)=S)cc1,-10.6%,-1.2%,-10.4,4.5%,-16.0%,-18.7%,2.6%,-26.3%,-11.1%
OCc1ccccc1OCCCN1CCC(Cc2ccccc2)CC1,28.4%,-3.5%,-19.0,5.9%,-14.9%,-14.0%,-3.5%,?,10.3%
Cc1ccc(N/N=C/c2cccnc2)cc1,-14.0%,-1.1%,-3.3,3.7%,-18.5%,-23.4%,6.3%,39.8µM*,-5.6%
COc1cc(NC(=O)NCCc2c(C)nn(C)c2C)cc(OC)c1OC,21.5%,-10.7%[60.1 µM],-12.4,7.0%,-9.0%,37.6%[activator],/,-18.5%,5.1%
CCOC(=O)Cn1nc(N2CCN(c3ccc(F)cc3)CC2)ccc1=O,-0.2%,-12.1%,0.6,4.7%,-16.7%,-6.0%,/,-8.6%,-3.2%
CCc1ccc(NC(=S)Nc2cc(OC)c(NC(=O)C(C)C)cc2OC)cc1,3.9%,-9.4%,-0.4,-1.4%,-22.8%,-22.4%,13.3%,?,-34.2%
CC(C)CN(C(=O)C1CCCC1)C1CCS(=O)(=O)C1 (centres undefined),/,-14.6%,-5.4,-6.3%,9.7%,/,22.7%,1.3%,2.3%
CC1CN(C(=O)N2CCC(C(=O)NC3CCCCCC3)CC2)c2ccccc2O1 (centres undefined),-6.3%,-34.2%,-10.2,1.7%,-9.5%,36.8%[activator],/,1.3%,17.0%
CCOC(=O)C1(Cc2ccccc2C)CCCN(C(=O)CCn2nccc2C)C1 (centres undefined),27.9%,-2.1%,-3.5,-1.9%,-8.5%,-8.3%,?,5.9%,-13.4%
CCN(CC)S(=O)(=O)c1cc(NC(=O)C(=O)c2c(-c3ccccc3)cc3ccccn23)ccc1C,17.0%,-11.1%,-23.9,3.3%,-13.3%,-21.9%,-4.6%,-10.3%,-9.8%
CCOc1cc(-c2nnc(NC(=O)c3ccco3)o2)cc(OCC)c1OCC,/,-23.5%,0.1,3.6%,-4.3%,/,2.7%,-0.5%,-2.5%
COc1cccc(NC(=O)Cn2c(=O)n(CC3CCCO3)c(=O)c3ccccc32)c1 (centres undefined),-0.5%,-8.6%,-1.7,-2.9%,1.9%,-14.4%,-3.0%,2.3%,-1.0%
CN(CC(=O)Nc1cccc(F)c1)CC(=O)Nc1cccc(S(=O)(=O)N2CCCCC2)c1,/,-12.6%,-6.7,-11.6%,?,/,0.0%,57.7%[activator],-9.4%
CC(=O)NS(=O)(=O)c1ccc(NC(=S)NC(=O)C2CCC2)cc1,-17.4%,-2.6%,-2.2,-4.1%,-5.1%,-4.6%,-5.5%,?,2.0%
CC(C)(C)c1ccc(/C=N/NC(=O)Cc2c[nH]c3ccccc23)cc1,?,-17.5%,-3.6,7.6%,-18.6%,?,-6.2%,?,-0.2%
O=S(=O)(NCC(Nc1ccc(Cl)cc1)c1ccccc1)c1ccc(Cl)cc1 (centres undefined),-0.4%,-32.0%,1.3,8.1%,-28.5%,2.2%,-6.3%,-5.8%,16.5%
Cc1cc(F)ccc1NC(=O)CCS(=O)(=O)c1cccc2nsnc12,78.4%,5.1%,-7.9,8.6%,-14.1%,3.0%,/,?,1.1%
O=C(O)CNC(=O)c1ccc(NS(=O)(=O)c2ccc3ccccc3c2)cc1,53.0%,-19.7%,-1.1,-11.7%,-0.7%,-7.5%,-9.4%,?,9.0%
CNc1nc(C)c(C(C)=O)cc1C#N,-0.1%,-2.3%,1.7,4.6%,-5.1%,-7.4%,0.7%,5.4%,-0.2%
CNS(=O)(=O)c1cccc(C(=O)OCC(=O)c2c(N)n(Cc3ccccc3)c(=O)n(C)c2=O)c1,/,-21.3%,-8.8,-6.7%,?,/,/,150.6%[activator],32.3%
O=C(COC(=O)/C=C/c1ccc(F)cc1)NCc1ccc2c(c1)OCO2,/,-3.7%,-5.8,3.3%,-10.1%,/,24.4%,1.1%,-21.2%
O=C(Nc1ccc(Cl)c(Cl)c1)c1csc(-c2ccccc2)n1,-0.1%,-11.7%,-3.0,-8.6%,-14.5%,-2.7%,14.1%,/,-24.9%
Cc1cc(=O)[nH]c(SCC(=O)OCc2ccccc2)c1C#N,3.8%,-1.4%,-0.6,-2.3%,-18.1%,-4.2%,10.1%,1.7%,-53.7%
CCCCOc1ccc(/C=N/NC(=S)Nc2cccc(C)c2C)cc1,35.6%,-24.1%,0.7,-0.7%,-8.1%,86.2%[activator],-1.1%,0.0%,-17.5%
COc1ccccc1-c1cc(C(F)(F)F)nc(NCc2cccs2)n1,-11.3%,-8.2%,0.9,/,-16.4%,-8.4%,-3.8%,-14.4%,-8.7%
O=C(c1cccc(C(F)(F)F)c1)N1CCC(O)(CS(=O)(=O)Cc2ccc(Cl)cc2)CC1,-0.2%,-19.8%,-4.2,0.1%,2.5%,4.6%,-1.4%,-18.1%,31.8%

# 2 of these compounds, reformatted.
Structure	Pol beta inh	Pol kappa inh	LDHA inh	ERG Ets-DNA blk	POLH inh	Anesthetic bind	APE1 inh	12-LOX inh	RGS4 inh
Cc1cc(F)ccc1NC(=O)CCS(=O)(=O)c1cccc2nsnc12	78.4%	5.1%	-7.9	8.6%	-14.1%	3.0%	/	?	1.1%
O=C(O)CNC(=O)c1ccc(NS(=O)(=O)c2ccc3ccccc3c2)cc1	53.0%	-19.7%	-1.1	-11.7%	-0.7%	-7.5%	-9.4%	?	9.0%
